From PubChem
CHT block – inhibitors of human choline transporter CHT. Q9GZV3. CHT-expressing cells, membrane potential dye, choline response; stronger effect = lower value. B-score at 10 µM. actives 0.86% (n = 310,000);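 active means B-score over 3 SD under the library average, and starting fluorescence ratio not unusually high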;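 further: choline stimulus applied at its EC90 after an EC20 pre-addition; B-score computed on integrated fluorescence ratio after choline addition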
Target sequence (Q9GZV3 whole entry, looked up): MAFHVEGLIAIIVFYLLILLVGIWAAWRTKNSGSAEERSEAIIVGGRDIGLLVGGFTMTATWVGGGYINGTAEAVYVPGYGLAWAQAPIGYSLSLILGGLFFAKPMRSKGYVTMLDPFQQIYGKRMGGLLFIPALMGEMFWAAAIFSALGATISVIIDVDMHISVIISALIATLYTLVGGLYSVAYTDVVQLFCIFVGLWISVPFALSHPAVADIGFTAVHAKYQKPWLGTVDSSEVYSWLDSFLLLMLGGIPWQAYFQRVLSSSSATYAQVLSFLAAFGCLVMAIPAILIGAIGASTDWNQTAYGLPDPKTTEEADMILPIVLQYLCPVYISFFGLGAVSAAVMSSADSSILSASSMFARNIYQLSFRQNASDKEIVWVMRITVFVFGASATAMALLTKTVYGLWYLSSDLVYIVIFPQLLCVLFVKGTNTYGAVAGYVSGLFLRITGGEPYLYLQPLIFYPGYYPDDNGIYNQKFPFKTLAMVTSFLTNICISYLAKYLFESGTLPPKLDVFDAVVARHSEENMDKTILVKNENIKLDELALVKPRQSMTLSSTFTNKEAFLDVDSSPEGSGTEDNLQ
CHT PAM – allosterically activates the human high affinity choline transporter | AID 488977 | CHT-expressing cells, membrane potential dye, choline EC20; stronger effect = higher value; LV-AA mutant CHT in HEK293 cells | actives 0.49% (n = 310,000) | Q9GZV3 | B-score at 10 µM;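 active means initial fluorescence not abnormally high and integrated response B-score, plate-corrected, over 3 SD above library mean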
* marks the source's active call; other numbers are inactive results; i = inactive.

item | Structure | CHT block | CHT PAM
1 | Cc1cccc(N2CCN(C(=O)C3CCC(CNS(=O)(=O)c4cccs4)CC3)CC2)c1C (stereo not given) | i | i
2 | CCOC(=O)C1CCCN(C(=O)COc2ccc(N(C)S(=O)(=O)c3ccc(C)cc3)cc2)C1 (stereo not given) | i | i
3 | O=C(OCc1nc2ccsc2c(=O)[nH]1)c1ccc(Cl)nc1 | i | i
4 | CCCCc1cc(=O)oc2cc(C)cc(OCC(=O)N[C@@H](CSCc3ccccc3)C(=O)O)c12 | i | i
5 | O=C(Nc1cccc(Cl)c1)Nc1csc([N+](=O)[O-])c1 | i | i
6 | COc1ccc(OC)c(/C=C/C(=O)c2ccc(Cl)cc2)c1 | i | i
7 | Cn1c(Cc2ccccc2)nnc1SCC(=O)N1CCCCC1 | i | i
8 | N#Cc1c(SCC(=O)Nc2ccc(C(F)(F)F)cc2)sc2c(O)cc(=O)[nH]c12 | i | i
9 | COC(=O)c1ccc(OCc2nn[nH]n2)cc1 | i | i
10 | Cc1cc(OCC(=O)Nc2ccc(OCc3ccccc3)cc2)nc(C(C)C)n1 | i | i
11 | COc1ccccc1CSc1nc2ccccc2[nH]1 | i | i
12 | CN(Cc1ccccc1)c1nc(CN2CCOCC2)nc2scc(-c3ccccc3)c12 | i | i
13 | Cc1ccc(N(C(=O)c2ccco2)C2C=CS(=O)(=O)C2)cc1 (stereo not given) | i | i
14 | CCOc1ccc(NC(=O)N(C2CCCCC2)C2CCN(C(C)=O)CC2)cc1 | i | i
15 | CC(=O)Nc1ccc(NC(=O)CCC(=O)OCC(=O)c2ccc(F)cc2)cc1 | i | i
16 | Cc1cccc(CC2SC(N3CCN(c4ccccc4)CC3)=NC2=O)c1 (stereo not given) | i | i
17 | CC1CC(C)CN(S(=O)(=O)c2ccc(C(=O)N3CCOCC3)cc2)C1 (stereo not given) | i | i
18 | Cc1ccc(C(=O)NCc2cccs2)cc1S(=O)(=O)N1CCCCC1 | i | i
19 | O=C(NCCC1CCCCN1S(=O)(=O)c1cccs1)C(=O)Nc1ccc(F)cc1F (stereo not given) | i | i
20 | CC(C)(C)c1cc(C(=O)CCN2CCOCC2)cc(C(C)(C)C)c1O | i | i
21 | O=C(Nc1c(C(=O)Nc2cccc3ccccc23)cnn1-c1ccccc1)c1ccco1 | i | i
22 | CSc1ccc(S(=O)(=O)N(CC(=O)NN=C2CCN(C)CC2)c2ccc(C)cc2)cc1 | i | i
23 | Cc1ccc(Sc2cc(Cl)nc(N)n2)cc1 | i | i
24 | COc1ccc(/C=N/n2c(-c3cc(C)[nH]n3)n[nH]c2=S)cc1 | i | i
25 | CCOc1cc(/C=N/n2cnnc2)c(Br)cc1O | i | i
26 | COc1ccc(CNC(=O)CN=C2NC(=O)C(c3ccccc3)(c3ccccc3)N2)cc1 | i | i
27 | CCC1=Nc2cc(C(=O)NCCCN3CCN(C)CC3)ccc2Sc2ccccc21 | i | i
28 | Cc1ccc([C@@H]2[C@@H]3C(=O)N(C)C(=O)[C@@H]3[C@]3(C)C(=O)N(CCO)CC(=O)N23)o1 | i | i
29 | COc1ccc2c(c1)cc(C)c1nnc(SCC(=O)N3CCN(C(=O)c4ccco4)CC3)n12 | i | i
30 | COc1ccc(CSc2nnnn2C)cc1[N+](=O)[O-] | i | i
31 | COc1cc(NC(=S)N2CCC(C(O)(c3ccccc3)c3ccccc3)CC2)cc(OC)c1 | i | i
32 | C=CCN1C(c2ccccc2)=CS/C1=C(/C#N)c1nnc(N2CCOCC2)n1-c1ccccc1 | i | i
33 | Clc1ccc(-c2nn3c(C4COc5ccccc5O4)nnc3s2)cc1 (stereo not given) | i | i
34 | COc1ccc(/C=N/NC(=O)CCc2c(C)n[nH]c2C)cc1O | i | i
35 | CCCCC(=O)Nc1nc(C)c(-c2csc(Nc3cc(OC)ccc3OC)n2)s1 | i | i
36 | COc1ccc(NC(=O)CS(=O)c2ccc(Br)cc2)cc1 (stereo not given) | i | i
37 | CCOC(=O)c1nnn(-c2nc(N3CCCC3)nc(N3CCCC3)n2)c1-c1ccccc1 | i | i
38 | C=CCC1(N(C(C)=O)c2ccccc2C)CCCCC1 | i | i
39 | CC(=O)NS(=O)(=O)c1ccc(NC(=O)CCC(=O)Oc2ccc(C)cc2)cc1 | i | i
40 | CCOc1ccc(NC(=S)NC(=O)c2c(Cl)cnn2CC)c([N+](=O)[O-])c1 | i | i
41 | COc1ccc(CCNC(=O)C(=O)c2cn(CC(=O)N3CCOCC3)c3ccccc23)cc1OC | i | i
42 | COc1ccccc1N1CCN(S(=O)(=O)CCNC(=O)CCCc2ccccc2)CC1 | i | i
43 | CSc1ccc(S(=O)(=O)NCc2ccccc2Cl)cc1 | i | i
44 | COc1cccc(C(=O)NC2CCCc3c2cnn3-c2cc(C)cc(C)c2)c1 (stereo not given) | i | i
45 | Cc1cc(=O)oc2c(C)c(OC(C)C(=O)NCc3ccccn3)ccc12 (stereo not given) | i | i
46 | Cc1ccc(C(=O)N/C(=C\c2cccc([N+](=O)[O-])c2)C(=O)NC(Cc2ccccc2)C(=O)O)cc1 (stereo not given) | i | i
47 | C=CCn1c(-c2cc(OC)cc(OC)c2)n[nH]c1=S | i | i
48 | CSc1cccc(NC(=O)c2nnn(Cc3ccccc3)c2N)c1 | i | i
49 | CCC(C)C(=O)Nc1ccc([N+](=O)[O-])cc1OC (stereo not given) | i | i
50 | CSc1ccc(-c2nc(CN(C)C3CCOC3)c(C)o2)cc1 (stereo not given) | i | i
51 | Cc1ccc(-c2nnc(SCC(=O)N3CC(C)CC(C)C3)o2)cc1C (stereo not given) | i | i
52 | CCn1c(COc2ccccc2C)nnc1SCC(=O)CC(=O)Nc1ccccc1 | i | i
53 | O=C(c1ccc(OCC2CCCO2)cc1)N1CCc2ccccc2C1 (stereo not given) | i | i
54 | Cc1noc(C)c1COC(=O)COc1cccc2c1OC(C)(C)C2 | i | i
55 | Cc1ccccc1NC(=O)c1ccc(Cn2cc([N+](=O)[O-])cn2)o1 | i | i
56 | N/C(=C\C(=O)c1cc(Cl)ccc1O)C(Cl)(Cl)Cl | i | i
57 | COc1ccc(C(=O)NCC(=O)Nc2ccc(-c3ccccc3)cc2)cc1 | i | i
58 | c1cc(OCCCN2CCCCC2)ccc1CN1CCCCC1 | i | i
59 | COc1ccc(OC)c(N=C2SCCCN2C(=O)c2ccc(N3C(=O)CCC3=O)cc2)c1 | i | i
60 | CCOc1ccc(C(=O)Nc2cccc(-n3cnnn3)c2)cc1OCC | i | i

New compounds follow:
item | Structure | CHT block | CHT PAM
61 | Cc1noc(C)c1COc1ccc(C(=O)OCC(=O)Nc2ccc3c(c2)OCO3)cc1 | i | i
62 | Cc1nc(C(=O)NNC(=O)c2ccc(C(F)(F)F)cc2)cs1 | i | i
63 | S=C(NC1CCCCC1)N1CCN(c2ccccn2)CC1 | i | i
64 | C/C(CC(=O)Nc1ccccn1)=N\NC(=O)C(=O)Nc1ccccc1C | i | i
65 | CCOC(=O)N1CCC(C(=O)NNC(=O)c2ccc(Cl)cc2Cl)CC1 | i | i
66 | O=C(Cn1cc2c(n1)CCCCC2)NC1CCN(Cc2ccccc2)CC1 | i | i
67 | COc1ccc(NC(=O)c2cc(-c3cccc(OC)c3)on2)cc1 | i | i
68 | COc1ccccc1-c1c(C)c(C)nc(N)c1C#N | i | i
69 | O=C(C[n+]1ccc(/C=N/O)cc1)N(Cc1ccccc1)Cc1ccccc1 | i | i
70 | CCc1ccc(OCC(=O)N/N=C(\C)c2ccc(OC(F)F)cc2)cc1 | i | i
71 | CC(=O)c1cccc(NC(=O)C2CC(=O)N(c3cccc(C)c3C)C2)c1 (stereo not given) | i | i
72 | OCCN1CCN(c2nc(N3CCCCC3)nc(N3CCCCC3)n2)CC1 | i | i
73 | Cc1ccc(S(=O)(=O)N/N=C\c2cc3c(cc2[N+](=O)[O-])OCO3)cc1 | i | i
74 | CCOC(=S)SCC(=O)Nc1nc(-c2ccccc2)cs1 | i | i
75 | N#Cc1ncc(-c2ccc3c(c2)OCCOCCOCCOCCO3)nc1C#N | i | i
76 | O=C(N/N=C1\NC(=O)C(CO)(CO)S1)c1ccccc1 | i | i
77 | COc1cccc(NC=C2C(=O)OC3(CCCCC3)OC2=O)c1 | i | i
78 | CCN1CCCC1CN(Cc1cc2ccc(C)cc2[nH]c1=O)C(=S)Nc1ccc(OC)cc1 (stereo not given) | i | i
79 | COc1cccc(CNC(=O)Cn2ncc3c(=O)oc4ccccc4c32)c1 | i | i
80 | COc1ccc(-n2nc3c(N4CCC(C(=O)NCc5ccco5)CC4)nnc(C)c3c2C)cc1 | i | i
81 | O=C(NCCCCCCNC(=O)c1ccccc1O)c1ccccc1O | i | i
82 | O=C(CN1CCC(Cc2ccccc2)CC1)NCCc1ccc(F)cc1 | i | i
83 | Cc1ccccc1C(=O)NCCCn1ccnc1 | i | i
84 | CCc1cc2c(N[C@@H](Cc3c[nH]c4ccccc34)C(=O)O)ncnc2s1 | i | i
85 | O=C(CCc1nc(-c2ccccc2F)no1)NCCN1CCN(Cc2ccccc2)CC1 | i | i
86 | Cc1ccc2c(Cl)cc(Cl)c(OCC(=O)OCC(=O)Nc3ccc(C#N)cc3)c2n1 | i | i
87 | c1ccc(CNc2ncnc3ccccc23)cc1 | i | i
88 | CCOC(=O)c1[nH]c2ccc(OC)cc2c1NC(=O)CCN1CCSCC1 | i | i
89 | O=C1c2ccccc2NC(c2cccc(Cl)c2)N1N=C1CCCCCC1 (stereo not given) | i | i
90 | CCN(CC)CCN(C)c1ccc(N2C(=O)C3CC=CCC3C2=O)cc1[N+](=O)[O-] (stereo not given) | i | i
91 | Cn1c(N)c(C(=O)COC(=O)CCc2c[nH]c3ccccc23)c(=O)n(C)c1=O | i | i
92 | Cc1cc(=O)[nH]c(NN=C(CC(C)C)CC(C)C)n1 | i | i
93 | Cc1ccc2c(Cl)c(C)c(N3CCCC3)nc2n1 | i | i
94 | COc1ccc2c(c1)-c1c(sn(-c3ccccc3)c1=S)C(C)(C)N2 | i | i
95 | Cc1ccc(F)cc1NC(=O)N1CCCN(c2ccc(C(F)(F)F)cn2)CC1 | i | i
96 | COc1cccc(C2CC(c3ccccc3)=NN2S(=O)(=O)c2ccc(C)cc2)c1OC (stereo not given) | i | i
97 | CSc1ccc(S(=O)(=O)NCc2ccc(Cl)cc2)cc1 | i | i
98 | O=C(O)CSc1nnc(-c2ccc3c(c2)OCO3)o1 | i | i
99 | O=C1Nc2c(c(=O)[nH]c(=O)n2-c2ccccc2)C1(Nc1ncccn1)C(F)(F)F (stereo not given) | i | i
100 | Cc1cc(C)c(NC(=O)c2cc(S(=O)(=O)N3CCOCC3)ccc2F)c(C)c1 | i | i
101 | Cc1ccc2cc(NC(=O)c3ccc(C(C)(C)C)cc3)ccc2n1 | i | i
102 | CCCN1CCC(=O)N(CCN=[N+]=[N-])CC1 | i | i
103 | O=C(Cc1cccs1)N/N=C/C=C/c1ccco1 | i | i
104 | CCCN=C1NC(=O)C(CC(=O)NCCc2ccccc2)S1 (stereo not given) | i | i
105 | CC(Oc1ccc(C(=O)c2ccccc2)cc1)C(=O)Nc1ccc(S(N)(=O)=O)cc1 (stereo not given) | i | i
106 | CC(=O)Nc1cccc(OCC(O)Cn2c(C)nc3ccccc32)c1 (stereo not given) | i | i
107 | Cc1ccc(/C=N/NC(=O)CNC(=O)c2ccc(S(=O)(=O)N(C)C)cc2)cc1 | i | i
108 | COc1ccc(S(=O)(=O)N2CCN(Cc3ccccc3)CC2)cc1 | i | i

Continued; it opens with the 5 that closed the last part.
item | Structure | CHT block | CHT PAM
104 | CCCN=C1NC(=O)C(CC(=O)NCCc2ccccc2)S1 (stereo not given) | i | i
105 | CC(Oc1ccc(C(=O)c2ccccc2)cc1)C(=O)Nc1ccc(S(N)(=O)=O)cc1 (stereo not given) | i | i
106 | CC(=O)Nc1cccc(OCC(O)Cn2c(C)nc3ccccc32)c1 (stereo not given) | i | i
107 | Cc1ccc(/C=N/NC(=O)CNC(=O)c2ccc(S(=O)(=O)N(C)C)cc2)cc1 | i | i
108 | COc1ccc(S(=O)(=O)N2CCN(Cc3ccccc3)CC2)cc1 | i | i
109 | O=C(O)/C=C/c1ccc(S(=O)(=O)Nc2cccnc2)cc1 | i | i
110 | Cc1nc2ccc(C(=O)N3CCCC(CO)(Cc4ccc(F)cc4F)C3)cc2nc1C (stereo not given) | i | i
111 | O=C(NC1CCC1)C1CCC(=O)N(Cc2ccccc2F)C1 (stereo not given) | i | i
112 | COc1cccc(NC(=O)CN(C)C(=O)CSc2ncnc3sc(C)c(C)c23)c1 | i | i
113 | CCCN(CCC)CCNC(=O)Cn1cnc2sc(C)c(S(=O)(=O)N3CCOCC3)c2c1=O | i | i
114 | Cc1cc(=O)[nH]c2c(C)cc(S(=O)(=O)NCc3ccccc3)cc12 | i | i
115 | Cc1cc(NS(=O)(=O)c2ccccc2)no1 | i | i
116 | CCOc1cc2c(cc1OCC)C(c1ccc(OC)c(OC)c1)N(c1ccc(C(=O)O)cc1)C(=O)C2 (stereo not given) | i | i
117 | Oc1oc(-c2ccccc2)nc1/C=N/c1ccccn1 | i | i
118 | COc1ccc(/C=C/C2=CC(C)(C)NC(=S)N2)cc1OC | i | i
119 | COc1cc(C(=O)N2CCN(c3ccccn3)CC2)cc(OC)c1OC | i | i
120 | CC1(C(=O)CSc2nc3ccccc3[nH]2)CCC(=O)O1 (stereo not given) | i | i
121 | CCCCN(C(=O)CN1CC(C)OC(C)C1)c1c(N)n(CC(C)C)c(=O)[nH]c1=O (stereo not given) | i | i
122 | Cc1ccc(F)cc1NCC(=O)Nc1ccc(Br)cc1 | i | i
123 | CC/C(=C/c1sc2ccccc2[n+]1CC)SC | i | 6.5*
124 | O[Si](CCCN1CCCCC1)(c1ccc(F)cc1)C1CCCCC1 (stereo not given) | i | i
125 | Cc1ccc(-n2c(SCC(=O)N3CCCc4ccccc43)nnc2-c2cccnc2)c(C)c1 | i | i
126 | O=C(OCc1ccc([N+](=O)[O-])cc1)c1cc([N+](=O)[O-])ccc1N1CCOCC1 | i | i

Structural class: those above containing a tert-butyl group (2)
item | Structure | CHT block | CHT PAM
20 | CC(C)(C)c1cc(C(=O)CCN2CCOCC2)cc(C(C)(C)C)c1O | i | i
101 | Cc1ccc2cc(NC(=O)c3ccc(C(C)(C)C)cc3)ccc2n1 | i | i

Compounds as they come. About 1.4% of those tested had a hit in this group.
